MrgX1 allo act = positive allosteric modulators of MrgX1, primary screen, HEK293 cells, Fluo-4 calcium flux; Mas-related G-protein coupled receptor member X1 (Homo sapiens), Q96LB2; FDSS; stronger effect = higher value; B-score at 10 µM; actives 0.63% (n = 310,000); AID 588675, 2011;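 active means plate-corrected calcium response at least 3 library SD above typical, normal starting fluorescence, not activating the receptor alone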;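 further: compound read alongside a low EC10 to EC30 dose of BAM8-22 agonist; peak minus trough fluorescence over baseline measured at the second addition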
HIF activator = HIF pathway transcriptional activators, primary screen, cell-based, U2OS HRE-luciferase, luminescence. U2OS HRE-luciferase reporter; normalized: DMSO 0%, desferrioxamine 100%. activation, % at 7.5 µM (by protocol). AID 1910, 2009. actives 0.32% (n = 300,000);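 active means mean activation of at least 10% of the iron chelator positive control signal, with at least half of replicates also reaching 10%; inconclusive means mean and replicate majority disagree about reaching 10%; inactive means mean and most replicates under 10%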
SKKanGAS inh = S. pyogenes SKKanGAS growth inhibitors in kanamycin, primary screen, streptokinase expression inhibitor project, SKKanGAS strain, BacTiter-Glo luminescence; 6 h; inhibition, % at 7.5 µM; actives 1.3% (n = 300,000);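 active means mean replicate score, as percent of positive control median, at least 50; inconclusive means mean below 50 but one replicate at or above 50; inactive means mean and every replicate below 50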;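 further: strain carries kanamycin resistance gene driven by streptokinase promoter and grows in 40 µg/ml kanamycin; loss of luminescence reflects streptokinase promoter inhibition or plain growth inhibition; 0% = median of DMSO wells and 100% = positive control at its reference dose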
RGS4 pot = RGS4 potentiators or activators, primary screen, cell-based, HEK293 M3R inducible RGS4, calcium flux; carbachol calcium flux Fluo4; stronger effect = lower value; B-score at 10 µM; actives 0.92% (n = 310,000); AID 463111, 2010;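 active means B-score of the integrated calcium signal more than 4 SD below the library mean, with starting fluorescence not abnormally high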;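 further: negative B-score means reduced calcium response which marks RGS4 activation or potentiation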
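Material: M3R-expressing HEK293 line, RGS4 induced by doxycycline | Schedule: Overnight RGS4 induction, 30 min dye load 37 °C, 20 min compound RT | Measured by: Fluo4 fluorescence kinetic imaging of calcium | Read-out: Integrated calcium ratio converted to B score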
MrgX1 antag = antagonists of human MrgX1 receptor, primary screen, HEK293 cells, Fluo-4 calcium flux; BAM8-22 antagonism; stronger effect = lower value; Mas-related G-protein coupled receptor member X1 (Homo sapiens), Q96LB2; actives 1.3% (n = 310,000); B-score at 10 µM;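 active means calcium-response B-score plate-corrected more than 3 library SD below zero, starting fluorescence within 5 deviations, no agonist response on first addition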;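 further: peak minus trough fluorescence over baseline after final BAM8-22 challenge near maximal dose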
TRPC4 block = inhibitors of mouse TRPC4 channel, primary screen, Fluo4 calcium, HEK293 TRPC4beta/mu-opioid cells; actives 0.39% (n = 300,000); DAMGO-evoked Fluo4 calcium flux; stronger effect = lower value; B-score at 10 µM; Short transient receptor potential channel 4 (Mus musculus), Q9QUQ5;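 active means B-score over 3 SD under the library average, no early fluorescence shift, positive overall ratio signal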
Target sequence (Q9QUQ5 whole entry, looked up): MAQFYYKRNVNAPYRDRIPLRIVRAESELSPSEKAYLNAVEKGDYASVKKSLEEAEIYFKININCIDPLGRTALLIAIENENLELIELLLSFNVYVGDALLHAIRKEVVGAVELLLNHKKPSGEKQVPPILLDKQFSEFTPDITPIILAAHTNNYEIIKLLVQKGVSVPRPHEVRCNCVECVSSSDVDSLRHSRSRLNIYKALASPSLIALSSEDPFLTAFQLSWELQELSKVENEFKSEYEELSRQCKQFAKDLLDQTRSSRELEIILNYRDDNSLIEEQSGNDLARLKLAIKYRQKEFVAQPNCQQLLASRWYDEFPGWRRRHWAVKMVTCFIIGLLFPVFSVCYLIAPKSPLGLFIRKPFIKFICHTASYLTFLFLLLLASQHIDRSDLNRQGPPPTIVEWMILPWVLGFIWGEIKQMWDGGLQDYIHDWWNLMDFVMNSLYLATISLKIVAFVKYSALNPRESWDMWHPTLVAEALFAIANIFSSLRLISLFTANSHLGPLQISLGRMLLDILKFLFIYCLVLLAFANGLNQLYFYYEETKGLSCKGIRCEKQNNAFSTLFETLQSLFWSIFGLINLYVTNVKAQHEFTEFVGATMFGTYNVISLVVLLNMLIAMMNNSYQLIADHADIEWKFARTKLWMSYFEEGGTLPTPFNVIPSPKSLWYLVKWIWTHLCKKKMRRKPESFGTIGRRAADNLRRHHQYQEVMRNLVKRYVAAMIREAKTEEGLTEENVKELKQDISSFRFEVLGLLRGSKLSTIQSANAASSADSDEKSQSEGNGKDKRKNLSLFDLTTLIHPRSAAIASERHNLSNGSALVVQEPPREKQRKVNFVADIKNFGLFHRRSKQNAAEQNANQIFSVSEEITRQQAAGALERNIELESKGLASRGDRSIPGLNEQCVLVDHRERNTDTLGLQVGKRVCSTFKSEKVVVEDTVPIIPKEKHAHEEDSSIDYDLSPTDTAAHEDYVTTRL
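Assay system: TRPC4beta/mu-opioid receptor HEK293 cell line; compound dosing: single concentration per test compound; detection: Fluo4 Ca2+ flux fluorescence; evaluation: per-well B score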
RGS4 inh = RGS4 inhibitors, primary screen, cell-based, HEK293 M3R inducible RGS4, calcium flux; actives 0.45% (n = 310,000); Fluo-4 calcium flux; stronger effect = higher value; triggered by carbachol at its EC20; B-score at 10 µM; AID 463165, 2010;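 active means B-score, a plate-corrected calcium signal, over three deviations above library mean, with baseline fluorescence within five deviations of library mean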;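 further: RGS4 expression induced by doxycycline in cells with stable M3 receptor; B-score is computed from the integrated fluorescence ratio over baseline after carbachol; higher B-score means a larger calcium signal and so more RGS4 inhibition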
MrgX1 agonist = agonists of human MrgX1 receptor, primary screen, HEK293 cells, Fluo-4 calcium flux. Mas-related G-protein coupled receptor member X1 (Homo sapiens), Q96LB2. Fluo-4 calcium fluorescence, agonist mode; stronger effect = higher value. B-score at 10 µM. actives 0.44% (n = 310,000);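 active means calcium response B-score plate-corrected fluorescence ratio at least 3 library SD, with starting fluorescence B-score inside 5 SD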
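Assay system: MrgX1-expressing HEK293 cells / Amount: fifteen thousand cells per well / Doses: test compound in the initial addition of three / Timing: cells plated overnight, dye loaded 0.5 h 37 °C, 0.5 h room temperature / Technique: kinetic calcium dye fluorescence, Fluo-4 NW / Control set: positive and negative controls per plate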
TRPC6 inh = mouse TRPC6 channel inhibitors, primary screen, cell-based, HEK293, membrane potential dye | Short transient receptor potential channel 6 (Mus musculus), Q61143 | ACh-evoked depolarization; stronger effect = lower value | B-score at 10 µM | actives 1.1% (n = 310,000);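 active means B-score under library mean minus 3 SD, initial fluorescence not abnormally high, positive integrated signal ratio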;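 further: B-score derived from integrated fluorescence ratio over the kinetic read; more negative B-score means stronger inhibition of depolarization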
Platelet DG rel = inhibitors of platelet dense granule secretion, primary screen, cell-based, MLPCN, human platelets; human platelet-rich plasma, SFLLRN dense granule ATP release, luminescence; inhibition, %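 (compounds screened at 7.5 µM in platelet-rich plasma)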; actives 0.22% (n = 300,000); AID 1663, 2009;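 active means mean replicate score, as percent of positive control, at or above 50; inconclusive means mean below 50 but at least one replicate at or above 50; inactive means mean and every replicate below 50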
TRPC6 activator = mouse TRPC6 channel activators, primary screen, cell-based, HEK293, membrane potential dye; B-score at 10 µM; HEK293-TRPC6 membrane potential dye fluorescence; stronger effect = higher value; actives 0.13% (n = 310,000); AID 2550, 2010;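 active means B-score of the integrated fluorescence ratio above library mean plus 3 SD, and starting fluorescence ratio within library mean plus 5 SD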;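 further: higher score means more depolarization so channel activation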
An asterisk follows results filed as active; i = inactive; ? = inconclusive; . = not tested or not shown.

SMILES	MrgX1 allo act	HIF activator	SKKanGAS inh	RGS4 pot	MrgX1 antag	TRPC4 block	RGS4 inh	MrgX1 agonist	TRPC6 inh	Platelet DG rel	TRPC6 activator
Cc1cc(N2CCOCC2)ccc1/C=C1\NC(=O)N(CC(=O)Nc2ccc(F)cc2)C1=O	i	0.3	6	i	i	i	i	i	i	-3	i
Cc1cc(C(=O)Nc2c(C)n(C)n(-c3ccccc3)c2=O)on1	i	0.3	-1	i	i	i	i	i	i	3	i
CCOc1cccc(-c2c(C(=O)N/N=C(\C)c3ccccn3)nnn2-c2nonc2N)c1	i	16*	32	i	i	i	i	i	i	13	i
CCn1ncc([N+](=O)[O-])c1C(=O)NC1CCCCC1	i	0.0	-2	i	i	i	i	i	i	-1	i
Nc1c(C(=O)NCC2CCCO2)sc(=S)n1-c1ccccc1 (centres undefined)	i	0.1	-12	i	i	i	i	i	i	-5	i
O=C(O)Cc1ccc2ccc3ccccc3c2c1	i	0.7	-11	i	i	i	i	i	i	-1	i
Cc1ccc(N2CC(C(=O)N3CCCc4ccccc43)CC2=O)cc1 (centres undefined)	i	0.3	-1	i	i	i	i	i	i	2	i
FC(F)(F)COc1ccc(-n2ccnc2)nn1	i	0.0	-5	i	i	i	i	i	i	-6	i
O=C(CSc1ncn[nH]1)NCCc1ccccc1	i	-0.2	0	i	i	i	i	i	i	.	i
O=C(Nc1ccc(-c2nc3ccccc3o2)cc1)c1ccc2c(c1)OCO2	i	-0.3	1	i	i	i	i	i	i	3	i
O=C(NC1CCS(=O)(=O)C1)c1ccc(N2CCCCC2)c([N+](=O)[O-])c1 (centres undefined)	i	0.0	-2	i	i	i	i	i	i	-3	i
CCCc1cc(=O)n2[nH]c(NCc3ccccc3Cl)nc2n1	i	0.0	6	i	i	i	i	i	i	1	i
CCc1ccc(NC(=O)Cn2nnc(C(=O)NCCc3ccc(OC)c(OC)c3)c2N)cc1	i	-0.9	0	i	i	i	i	i	i	-3	i
CCN(CC)CCn1c2ccccc2c2nc3ccc([N+](=O)[O-])cc3cc21	i	4.8	34	i	i	i	i	i	i	-6	i
O=c1cc(O)c(-c2ccc(Cl)cc2)c(Cl)[nH]1	i	0.1	1	i	i	i	i	i	i	17	i
CCN(CC)S(=O)(=O)c1cccc(C(=O)NC(Cc2c[nH]c3ccccc23)c2nnc3n2CCCCC3)c1 (centres undefined)	i	-0.1	-12	i	i	i	i	i	i	4	i
N#C/C(=C/c1cn[nH]c1-c1cccc(Br)c1)C(=O)O	i	-0.3	-10	i	i	i	i	i	i	1	i
C=CCN1C(=O)/C(=C/c2ccc(N(C)C)cc2)S/C1=N\c1nnc(CC)s1	.	-0.3	-7	i	.	i	i	.	i	-3	i
COc1ccccc1C(=O)NC(=O)COC(=O)Cc1n[nH]c(=O)c2ccccc12	i	-0.4	-2	i	i	i	i	i	i	-14	i
CC(=O)NC12CC3CC(C1)CC(C(=O)Nc1nc4ccc(F)cc4s1)(C3)C2	i	1.5	-5	i	i	i	i	i	i	-8	i
O=C(COC(=O)C1CCN(S(=O)(=O)c2cccs2)CC1)Nc1ccc(F)cc1F	i	0.4	-8	i	i	i	i	i	i	-7	i
CCn1c(CNc2ccc(C(=O)O)cc2)nc2ccccc21	i	.	-1	i	i	i	i	i	i	-2	i
Cc1cccc2cc(C#N)c(NCc3ccccc3)nc12	i	1.3	-5	i	i	i	i	i	i	-10	i
COc1cc(NC(=O)COC(=O)C=C(C)C)c(C)cc1[N+](=O)[O-]	i	-0.4	-4	i	i	i	i	i	i	5	i
Clc1ccccc1/C=C/c1nc(-c2ccccn2)no1	i	-5.6	-12	i	i	i	i	i	i	?	i
COc1ccc(NC(=O)c2cn3c(nc4ccccc43)c(C#N)c2C)cc1	i	-0.2	11	i	i	i	i	i	i	1	i
O=C(COC(=O)c1ccc(=O)n(Cc2ccccc2)n1)Nc1ccc2c(c1)OCCO2	i	-0.2	-8	i	i	i	i	i	i	-2	i
CC(=O)O[C@H]1CC[C@]2(C)[C@H]3CC=C4[C@@H]5[C@@H](C)[C@H](C)CC[C@]5(C(=O)O)CC[C@@]4(C)[C@]3(C)CC[C@H]2C1(C)C	i	0.3	107*	i	i	i	14*	i	i	2	i
O=C(NCc1cccc(OC(F)(F)F)c1)C1CCC(=O)N(Cc2cccc(F)c2)C1 (centres undefined)	i	-1.2	0	i	i	i	i	i	i	-6	i
O=C(NCCNC(=O)c1ccccc1O)c1ccccc1O	i	0.0	1	i	i	i	i	i	i	11	i
Cc1ccc(N2C(=O)CC(Cc3cccc(C)c3)C2=O)cc1 (centres undefined)	i	-0.4	-31	i	i	i	i	i	i	1	i
Cc1cc(C)n2nc(CNS(=O)(=O)c3cccc([N+](=O)[O-])c3)nc2n1	i	-0.2	3	i	i	i	i	i	i	-4	i
C=CCn1c(=N)n(CC(=O)c2ccc(OC)cc2)c2ccccc21	i	0.0	4	i	i	i	i	i	i	2	i
Cc1csc(NC(=O)c2c(-c3ccccc3)noc2C)n1	i	0.0	-4	i	i	i	i	i	i	-30	i
CC(=O)N1c2ccccc2NC2=C(C(=O)CC(C)(C)C2)C1c1cccn1C (centres undefined)	i	-0.5	0	i	i	i	i	i	i	0	i
COCc1cc(C)nc(N/N=C/c2ccc(-c3cc(C(=O)O)ccc3Cl)o2)c1C#N	i	-0.1	-7	i	i	i	i	i	i	4	i
Cc1ccsc1C1NC(=O)c2ccccc2N1 (centres undefined)	i	0.5	-6	i	i	i	i	i	i	-1	i
Cc1cc(CNC(=O)Nc2ccc3c(c2)OCO3)nn1C	i	1.2	.	i	i	i	i	i	i	-12	i
COc1cc(CN2CCCN(C)CC2)c([N+](=O)[O-])cc1OC	i	-0.1	0	i	i	i	i	i	i	-11	i
Cc1ccc(C(=O)CC2(O)C(=O)N(C)c3ccccc32)s1 (centres undefined)	i	-0.4	-13	i	i	i	i	i	i	3	i
COc1ccc(N2CCN(C3=CC(=O)N(c4cccc(Cl)c4)C3=O)CC2)cc1	i	0.2	28	i	i	i	i	i	i	-7	i
C[C@H]1CCC(=O)N([C@H](CSc2ccccc2)Cc2ccccc2)CC1	i	-2.7	20	i	i	i	i	i	i	6	i
N#Cc1c(N)oc(-c2ccc3c(c2)OCO3)c1-c1ccc2c(c1)OCO2	i	0.8	24	i	i	i	i	i	i	-3	i
CN(CC(=O)Nc1ccc(F)cc1)C(=O)COc1ncnc2ccccc12	i	-0.4	-15	i	i	i	i	i	i	19	i
COC(=O)C1CCN(CC(=O)Nc2ccc(OC)c(Cl)c2)CC1	i	0.2	-2	i	i	i	i	i	i	-1	i
O=C(Nc1ccc(N2CCN(C(=O)c3ccc(Cl)cc3)CC2)cc1)c1ccc2c(c1)OCCO2	i	0.1	.	i	i	i	i	i	i	4	i
Oc1ccccc1C1=NCCNC(C(F)(F)F)=C1	i	-0.4	-1	i	i	i	i	i	i	11	i
O=C(NCCCN1CCOCC1)C1Cc2c(ccc3ccccc23)O1 (centres undefined)	i	0.8	-4	i	i	i	i	i	i	26	i
Cc1onc(-c2ccccc2)c1C(=O)N1CCN(S(=O)(=O)c2ccc(Cl)cc2)CC1	i	0.0	13	i	i	i	i	i	i	1	i
CN(C)c1ccnc(Nc2ccccc2)c1C#N	i	-0.3	4	i	i	i	i	i	i	1	i
O=C(NCC1CCCO1)/C(=C\c1ccco1)NC(=O)c1ccccc1 (centres undefined)	i	0.3	-3	i	i	i	i	i	i	-4	i
CC1(C)CC(=O)c2cnc(NC(=O)C3CCCC3)nc2C1	i	1.6	-5	i	i	i	i	i	i	-1	i
COc1ccc(C(=O)/C=C/c2ccsc2)cc1CSCC(=O)O	i	0.2	19	i	i	i	5*	i	i	14	i
CCOc1ccc(NC(=O)c2cc3cc4ccc(C)cc4nc3o2)cc1	i	1.0	-15	i	i	i	i	i	i	4	i
Cc1cccc(NC(=O)CSc2ccc(-c3cccnc3)nn2)c1	i	0.2	2	i	i	i	i	i	i	-8	i
Cc1cccc(OCC(=O)OCC(=O)N(CC(C)C)c2c(N)n(Cc3ccccc3)c(=O)[nH]c2=O)c1C	i	0.1	3	i	i	i	i	i	i	14	i
CCOC(=O)c1ccccc1NC(=O)CSc1nccn1C	i	0.3	2	i	i	i	i	i	i	-2	i
COc1cccc(C(=O)CN(C(=O)c2ccc(Cl)cc2Cl)N2C(=O)c3ccccc3C2=O)c1	i	-0.5	4	i	i	i	i	i	i	-11	i
CCCCN(C(=O)c1ccc(S(=O)(=O)N2CCCCC2)cc1)C1CCS(=O)(=O)C1 (centres undefined)	.	-6.2	3	i	.	i	i	.	i	-7	i
O=C(CN(c1ccc(Cl)c(Cl)c1)S(=O)(=O)c1ccccc1)N1CCc2ccccc2C1	i	0.1	19	i	i	i	i	i	i	-3	i
Cc1sc(NC(=O)C2=COCCO2)nc1-c1ccc(F)cc1	i	1.6	-8	i	i	i	i	i	i	-5	i
COc1ccc(-n2nnc3c(SCC(=O)Nc4ccccc4F)ncnc32)cc1	i	0.0	1	i	i	i	i	i	i	1	i
O=S(=O)(NCCc1ccccc1)c1ccc(Br)s1	i	0.1	2	i	i	i	i	i	i	-6	i

Screening data deposited in PubChem BioAssay by several laboratories.
